Screens as filed in PubChem.
HIV fusion peptide: inhibitors of HIV fusion peptide binding, primary screen, biochemical, uHTS, fluorescence dequenching (AID 1986). cell-free peptide binding, fluorescence dequenching, 30 min; higher % means a stronger effect. one-dose inhibition, % at 20 µM; IC50 in µM for titrated hits. 290,000 tested, 0.3% active; in the data active means inhibition mostly above about 52%, no sharp cut-off; inactive means mostly below about 76%; further: some results filed as inactive read as strong as hits
Myeloid diff MLP: induction of myeloid progenitor differentiation, primary screen, cell-based, flow cytometry, MLPCN library. calls only at 10 µM. ER-HoxA9 myeloid progenitors, lysozyme-GFP differentiation. 360,000 tested, 1% active. AID 624256, 2012;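 active means normalized GFP-positive differentiation at or above the plate's own cutoff, the solvent-only control mean plus 3 SD; inconclusive means no clear call, values can overlap the other calls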;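 further: cells exposed to compound for four days before flow analysis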
Rac1 GTP hydrolysis: MgcRacGAP GTPase-activating activity inhibitors, confirmation, biochemical, ADP Hunter fluorescence; Rac GTPase-activating protein 1 (Homo sapiens); MgcRacGAP-stimulated Rac1 GTP hydrolysis, ADP Hunter fluorescence; higher % means a stronger effect; GST-tagged Rac1 F28L mutant substrate; inhibition, % at 30 µM, or IC50 in µM where a hit was titrated; 340,000 tested, 0.6% active; AID 624330, 2012;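 active means first-screen hits whose inhibition reached a set limit at any dose in the follow-up dose series; inconclusive means inhibition above the set first-screen limit but never retested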;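 further: fluorescence reports GDP produced by GAP-driven GTP hydrolysis; strong numbers were not always called active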
LYP inhibition: inhibitors of LYP phosphatase, biochemical, fluorescence intensity, uHTS (AID 1779); recombinant LYP phosphatase, fluorescence intensity; higher % means a stronger effect; inhibition, % at 11.5 µM; hits with a dose series show IC50 in µM; 290,000 tested, 0.054% active; in the data active means inhibition above about 50%;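 further: plate controls were vehicle with enzyme for no effect and no enzyme for full effect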
GPR55 LPI antagonism: GPR55 antagonists blocking LPI-driven arrestin recruitment, primary screen, imaging, U2OS, beta-arrestin-GFP, LPI agonist (AID 2013). G-protein coupled receptor 55 (Homo sapiens). 290,000 tested, 0.13% active. one-dose inhibition, % at 10 µM; IC50 in µM for titrated hits. U2OS GPR55 beta-arrestin-GFP translocation imaging, LPI antagonism; higher % means a stronger effect;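 active means spots per cell inhibited over 60%, with over 100 cells counted and total cytoplasm intensity under 500,000; inconclusive means wells with under 100 cells, flagged as likely toxic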;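 further: U2OS cells stably carrying GPR55 and arrestin-GFP stimulated by 5 µM LPI near EC80; imaged beta-arrestin-GFP aggregate spots per cell after agonist stimulation; plate controls were LPI-stimulated DMSO wells for no effect and DMSO wells without LPI for full effect; some results filed as inactive read as strong as hits; confirmed hits need IC50 under 10 µM and bright autofluorescent wells are also inconclusive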
NTR1 ag: agonists of NTR1, primary screen, imaging, U2OS cells, beta-arrestin-GFP, high content (AID 493036); Neurotensin receptor type 1 (Homo sapiens), P30989; NTR1-U2OS beta-arrestin-GFP spot imaging, agonist mode; activation, % at 20 µM; 330,000 tested, 0.17% active;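 active means activation at or above 40% of the spot to cytoplasm intensity ratio, with at least 20 cells analyzed; inconclusive means wells under 20 cells, flagged as cytotoxic or low count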;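 further: 0% = DMSO without peptide and 100% = 100 nM NTR1 peptide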
Target sequence (P30989 whole entry, looked up): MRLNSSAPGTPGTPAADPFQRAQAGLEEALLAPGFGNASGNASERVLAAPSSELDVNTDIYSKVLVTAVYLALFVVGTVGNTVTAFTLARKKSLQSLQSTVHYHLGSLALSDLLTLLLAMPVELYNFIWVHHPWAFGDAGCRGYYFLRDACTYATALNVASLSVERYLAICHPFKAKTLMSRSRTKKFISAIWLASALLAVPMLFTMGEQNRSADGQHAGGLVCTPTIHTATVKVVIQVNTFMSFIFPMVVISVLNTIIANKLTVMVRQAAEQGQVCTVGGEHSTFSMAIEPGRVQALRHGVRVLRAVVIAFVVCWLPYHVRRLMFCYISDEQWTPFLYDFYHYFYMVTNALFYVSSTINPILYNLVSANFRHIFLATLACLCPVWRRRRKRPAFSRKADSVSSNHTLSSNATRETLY
SIAH1 antagonists: Siah-1 peptide-binding antagonists, primary screen, biochemical, fluorescence polarization, rhodamine-plectin, uHTS (AID 1817); Siah-1 / rhodamine-plectin peptide fluorescence polarization; higher % means a stronger effect; displacement, % at 20 µM, or IC50 in µM where a hit was titrated; 290,000 tested, 0.02% active;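 active means displacement of at least 50% at 20 µM, with a fluorescence ratio check between 0.3 and a set limit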;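 further: plate controls were Siah plus tracer with DMSO for no effect and tracer alone without Siah for full effect; strong numbers were not always called active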
GPR35 antagonists: GPR35 antagonists blocking zaprinast-driven arrestin recruitment, primary screen, imaging, U2OS, beta-arrestin-GFP, zaprinast agonist (AID 2058); inhibition, % at 10 µM; hits with a dose series show IC50 in µM; 290,000 tested, 0.052% active; U2OS GPR35 beta-arrestin-GFP translocation imaging, zaprinast antagonism; higher % means a stronger effect;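 active means inhibition of at least 50% with at least 30 cells and total cytoplasm GFP at most 10,000,000; inconclusive means under 30 cells or total GFP of 10,000,000 plus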
Salmonella PhoP GFP: inhibitors of PhoP regulon expression, primary screen, Salmonella Typhimurium, GFP reporter (AID 1863) | 300,000 tested, 0.16% active | S. Typhimurium PhoP-regulated promoter GFP reporter, 4 h; higher % means a stronger effect | inhibition, % at 50 µM, or IC50 in µM where a hit was titrated;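 active means inhibition over 29.93%, a cutoff 3 SD above the screen mean, later confirmed by dose response; inconclusive means inhibition over 29.93% but no dose response follow-up; inactive means inhibition at most 29.93% or unconfirmed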;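 further: 0% = low Mg2+ inducing control and 100% = high Mg2+ repressing control; strong numbers were not always called active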
NTR1 ag cell count 20 µM: second read-out of NTR1 ag, no call of its own (marks repeat the call); cell count; measured here: cell count, cytotoxicity flag
Myeloid diff MLP GFP+ MAC1+ %: second read-out of Myeloid diff MLP, no call of its own (marks repeat the call); GFP+ MAC1+ double positive, %; measured here: differentiation confirmed by MAC1 staining
An asterisk follows results filed as active; i = inactive; ? = inconclusive; · = no result given.

Molecule	HIV fusion peptide	Myeloid diff MLP	Myeloid diff MLP GFP+ MAC1+ %	Rac1 GTP hydrolysis	LYP inhibition	GPR55 LPI antagonism	NTR1 ag	NTR1 ag cell count 20 µM	SIAH1 antagonists	GPR35 antagonists	Salmonella PhoP GFP
Cc1nc2sc(C(c3ccc(Cl)cc3)N3CCN(CCO)CC3)c(O)n2n1 (centres undefined)	-1.8%	i	2.4	4%	-6%	2%	0.4	52	2%	1%	-4%
C(/C=C/C=C/Nc1ccccc1)=Nc1ccccc1	-0.8%	i	6.6	7%	-4%	?	-0.2	49	-1%	90%*	5%
Cc1cc(=O)[nH]c(SCc2nnc(-c3ccccc3)o2)n1	-2.0%	i	0.6	12%	-2%	7%	0.1	51	3%	-9%	1%
CN1CCN(CC#CC(C)(O)C2CC3C=CC2C3)CC1 (centres undefined)	-1.8%	i	0.9	9%	-5%	6%	-0.8	36	-3%	4%	-3%
Cc1ccccc1NC(=O)c1ccc2c(O)c(S(=O)(=O)c3ccccc3)c(=O)[nH]c2c1	2.0%	i	5.4	6%	-8%	-1%	0.2	65	1%	-4%	4%
O=C(NCc1ccccc1OC(F)(F)F)C1CCC(=O)N(Cc2ccccn2)C1 (centres undefined)	2.0%	i	0.4	9%	-10%	6%	0.0	80	12%	14%	0%
OC(CN1CCN(c2ccc(F)cc2)CC1)c1ccc(Cl)cc1 (centres undefined)	-1.7%	i	0.1	9%	-8%	10%	-0.5	87	0%	-9%	0%
O=C(C1COc2ccccc2O1)N1CCn2c(nc3ccccc32)C1 (centres undefined)	2.9%	i	1.4	4%	4%	3%	1.9	76	0%	6%	5%
COc1ccc(-n2nc3c(N4CCC(C(=O)N5CCCCCC5)CC4)nnc(C)c3c2C)cc1	0.5%	?	·	9%	-5%	10%	0.5	58	-10%	23%	6%
O=C(Cc1ccccc1)Nc1ccccc1C(=O)O	-1.3%	i	0.7	6%	-12%	19%	1.6	84	-1%	0%	-8%
CCn1c(=O)cc(SCC(=O)Nc2cccc(C)n2)c2ccccc21	-1.7%	i	0.3	1%	-4%	6%	0.1	75	2%	20%	4%
CC(C)C(=O)N1CCN(c2ccccc2NC(=O)COc2ccccc2)CC1	0.7%	i	0.3	5%	2%	0%	1.6	51	-3%	-8%	-5%
CC1CCCCC1NC(=O)CCNS(=O)(=O)c1cc(Br)cnc1N (centres undefined)	1.9%	i	9.2	-7%	-3%	-8%	0.0	61	0%	-3%	-2%
COC(=O)c1ccc(NC(=O)Nc2ccc3c(c2)nc(C)n3C)cc1	-0.4%	i	0.5	1%	-5%	-6%	-0.5	70	-6%	-5%	-5%
COc1ccc(NS(=O)(=O)c2cc(NC(=O)C3CC3)ccc2N2CCOCC2)cc1	-2.0%	i	1.0	7%	-2%	7%	0.0	69	8%	3%	-6%

A few values from the list:
NTR1 ag cell count 20 µM, COC(=O)c1ccc(NC(=O)Nc2ccc3c(c2)nc(C)n3C)cc1 : 70
GPR55 LPI antagonism, Cc1ccccc1NC(=O)c1ccc2c(O)c(S(=O)(=O)c3ccccc3)c(=O)[nH]c2c1 : -1%
GPR35 antagonists, C(/C=C/C=C/Nc1ccccc1)=Nc1ccccc1 : 90%*

(more compounds)
Order of results – HIV fusion peptide	Myeloid diff MLP	Myeloid diff MLP GFP+ MAC1+ %	Rac1 GTP hydrolysis	LYP inhibition	GPR55 LPI antagonism	NTR1 ag	NTR1 ag cell count 20 µM	SIAH1 antagonists	GPR35 antagonists	Salmonella PhoP GFP
COc1ccc(CNc2nc3nc(C)cc(C)n3n2)cc1
 : -3.3%	i	1.1	4%	-2%	1%	-0.1	42	3%	2%	6%
CC1CN(C(=O)CCC(=O)NCc2ccc(F)cc2)c2ccccc2S1 (centres undefined)
 : -1.9%	i	2.4	5%	-3%	12%	-2.4	51	-4%	13%	·
CCOCc1nnc(NC(=O)c2ccc(OC)cc2)s1
 : 0.1%	i	0.3	2%	-4%	-3%	-5.6	78	-2%	-21%	-10%
CCOC(=O)C(c1ccccc1)C(Nc1ccccc1)c1ccccn1 (centres undefined)
 : -1.9%	i	0.4	13%	-8%	10%	0.0	58	-4%	-4%	1%
Cc1ccc(-c2nnc(SCC(=O)NNC(=O)COc3cccc4ccccc34)n2C)cc1
 : -0.6%	·	·	·	3%	3%	2.6	49	4%	2%	-5%
O=C(CCNS(=O)(=O)c1ccccc1)N1CCN(c2ccccc2)CC1
 : 1.3%	i	0.7	8%	-8%	11%	0.2	42	-2%	6%	-2%
C=CCn1c(=S)[nH]c2sc3c(c2c1=O)CCCC3
 : 0.6%	i	0.7	14%	-3%	5%	-0.2	56	-5%	0%	-11%
COc1cccc(C(C(=O)NC2CCCC2)N(C(=O)c2ccco2)c2ccc(-n3cnnn3)c(C)c2)c1OC (centres undefined)
 : -1.2%	i	0.3	-7%	0%	9%	0.8	78	-2%	3%	-12%
O=S(=O)(Nc1ncccn1)c1ccc(NC(=S)Nc2ccc(Cl)cc2)cc1
 : -1.1%	i	0.3	10%	-2%	3%	1.1	54	0%	4%	21%
CCOc1cccc2cc(C(=O)Nc3nccs3)c(=O)oc12
 : 7.6%	i	1.6	6%	-8%	9%	1.4	71	-2%	9%	-2%
O=C1CCC(C(=O)N2CCCCO2)CN1CCc1ccc(Cl)cc1 (centres undefined)
 : -1.3%	i	0.4	2%	-3%	19%	-0.2	68	-8%	8%	6%
COC(=O)C1(C)Cc2cc(OC(C)=O)c(OC(C)=O)cc2N1 (centres undefined)
 : -0.7%	·	·	·	-4%	5%	0.0	94	7%	-2%	-9%
CCCCn1c(N)c(N(CC(C)C)C(=O)CCNC(=O)c2ccc(Br)cc2)c(=O)[nH]c1=O
 : ·	i	0.9	10%	·	·	-0.4	62	·	·	-2%
Cc1cc(S(=O)(=O)N2CCOCC2)ccc1OCC(=O)Nc1ccccc1C(F)(F)F
 : -1.4%	i	1.0	8%	-4%	2%	-0.2	65	4%	-2%	8%
CCCN(CC#CC(O)(c1ccccc1)c1cccnc1)CCC (centres undefined)
 : 1.7%	i	0.7	-1%	1%	10%	0.4	33	3%	-2%	-8%
O=C(COc1ccc(F)cc1)N(Cc1cccs1)C1CCS(=O)(=O)C1 (centres undefined)
 : 3.2%	i	2.2	12%	-9%	-10%	-0.9	49	8%	-3%	·
Cc1cccc(C(=O)NNC(=O)c2ccc(Br)cc2)c1
 : 0.1%	i	0.4	-2%	-6%	-5%	-0.2	52	4%	-8%	-10%
Cc1ccc(C(=O)OCCc2c(C)[nH]n(-c3ccccc3)c2=O)cc1
 : -3.0%	i	4.7	7%	1%	16%	2.1	72	4%	11%	-8%
COC(=O)c1[nH]c2ccc(C)cc2c1NC(=O)CN1CCCC(C)(C)C1
 : -1.0%	i	1.0	14%	-5%	-5%	7.2	42	0%	1%	0%
COC(=O)c1ccccc1Sc1snnc1C
 : -0.9%	i	0.2	4%	-6%	-1%	0.5	30	6%	-1%	-4%
COc1ccc(S(=O)(=O)N2CCOCC2)cc1NC(=O)c1ccccc1C
 : -0.3%	i	1.1	4%	-8%	-9%	0.5	54	9%	0%	-4%
CS(=O)(=O)N1CCN(c2ccccc2NC(=O)c2ccc(Br)o2)CC1
 : -2.7%	i	6.3	12%	0%	2%	6.0	62	1%	17%	-6%
Cc1ccc(-c2nnc(SCC(=O)N(CC(C)C)c3c(N)n(Cc4ccccc4)c(=O)[nH]c3=O)n2N)cc1
 : 0.8%	i	1.0	6%	-4%	15%	0.4	60	5%	-8%	-1%
Clc1ccc(-c2n[nH]c3c2Cc2ccccc2-3)cc1Cl
 : 1.1%	·	·	·	-1%	0%	2.6	105	4%	8%	-10%
CCOc1ccc(NC(=O)Cn2nnc(C(=O)NCc3ccccc3OC)c2N)cc1
 : 1.8%	i	0.0	-3%	4%	6%	0.7	45	3%	-11%	0%
CC1(C(=O)NC2CCCCCCC2)CCC(=O)N1Cc1cccs1 (centres undefined)
 : -2.8%	i	0.8	8%	-4%	8%	1.0	76	-1%	-1%	-12%
Cc1nc(NC(=O)c2ccccc2)nc2cc3c(cc12)OCO3
 : -3.2%	i	0.6	7%	-11%	-13%	0.4	39	2%	-12%	-10%
COc1ccc(C(C#N)c2cnccn2)cc1OC (centres undefined)
 : ·	i	2.2	4%	·	·	0.3	105	·	·	4%
CCCC1CCC(c2ccc(C(=O)NN)cc2)CC1 (centres undefined)
 : 0.0%	i	0.9	5%	0%	-11%	7.6	39	-4%	-6%	2%

Not a retest: entries from further up.
Order of results – HIV fusion peptide	Myeloid diff MLP	Myeloid diff MLP GFP+ MAC1+ %	Rac1 GTP hydrolysis	LYP inhibition	GPR55 LPI antagonism	NTR1 ag	NTR1 ag cell count 20 µM	SIAH1 antagonists	GPR35 antagonists	Salmonella PhoP GFP
CN1CCN(CC#CC(C)(O)C2CC3C=CC2C3)CC1 (centres undefined)
 : -1.8%	i	0.9	9%	-5%	6%	-0.8	36	-3%	4%	-3%
Cc1ccccc1NC(=O)c1ccc2c(O)c(S(=O)(=O)c3ccccc3)c(=O)[nH]c2c1
 : 2.0%	i	5.4	6%	-8%	-1%	0.2	65	1%	-4%	4%
O=C(NCc1ccccc1OC(F)(F)F)C1CCC(=O)N(Cc2ccccn2)C1 (centres undefined)
 : 2.0%	i	0.4	9%	-10%	6%	0.0	80	12%	14%	0%
